Screening results from PubChem BioAssay.
GAA spleen mod = inhibits or activates alpha-glucosidase in human spleen homogenate. P10253. human spleen homogenate, 4-MU-alpha-glucoside fluorescence. Potency, µM (series often up to 79.9 µM), for the others: at the highest dose activity change, negative = inhibition, usual class: inhibitors. hit rate 0.006% among 240,000. AID 2112;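 further: 0% = enzyme with vehicle and -100% = no enzyme basal signal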
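Compounds were titrated against alpha-glucosidase in spleen homogenate at pH 5.0, with 1 mM 4-methylumbelliferyl substrate for 40 min at 37 C. Reactions were quenched with pH 10 NaOH/glycine and fluorescence measured.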
ALDH1A1 inh = inhibitors of human aldehyde dehydrogenase 1A1 | Purified ALDH1A1, NADH fluorescence, propionaldehyde substrate | AID 1030 | P00352 | hit rate 7.3% among 220,000 | Potency, µM (doses to about 75.3 µM), for inactives: at the highest dose activity, negative = inhibition, hits mostly inhibitors; active means well fitted inhibition curve with a large enough effect, not every such curve was filed as active; inconclusive means small, poorly fitted or top-dose-only effect, or another doubt; inactive means no such curve, though single readings can be large or run the other way;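 further: plate controls were no enzyme wells and a reference inhibitor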
Target sequence (P00352 whole entry, looked up): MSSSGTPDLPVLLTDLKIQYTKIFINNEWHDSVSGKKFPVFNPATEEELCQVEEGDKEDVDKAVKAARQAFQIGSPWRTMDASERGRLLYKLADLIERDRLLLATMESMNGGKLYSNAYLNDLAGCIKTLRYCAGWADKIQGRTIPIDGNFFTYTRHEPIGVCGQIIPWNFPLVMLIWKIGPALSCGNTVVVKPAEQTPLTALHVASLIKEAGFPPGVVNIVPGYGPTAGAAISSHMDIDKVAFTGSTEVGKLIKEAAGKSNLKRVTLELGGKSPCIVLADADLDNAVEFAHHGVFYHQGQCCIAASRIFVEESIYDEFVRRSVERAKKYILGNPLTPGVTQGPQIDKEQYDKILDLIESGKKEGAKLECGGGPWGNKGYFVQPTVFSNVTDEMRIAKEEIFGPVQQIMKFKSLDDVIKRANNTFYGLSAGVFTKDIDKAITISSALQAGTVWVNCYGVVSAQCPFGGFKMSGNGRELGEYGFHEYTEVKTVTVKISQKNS
JMJD2E inh = inhibitors of human JMJD2E histone demethylase. B2RXH2. JMJD2E catalytic domain, FDH-coupled NADH fluorescence (FDH is formaldehyde dehydrogenase). Potency, µM (doses to about 57.1 µM), inactives show top-dose activity change, negative = inhibition, most hits filed as inhibitors. hit rate 1.6% among 230,000; active means well fitted inhibition curve with a large enough effect, not every such curve was filed as active; inconclusive means small, poorly fitted or top-dose-only effect, or another doubt; inactive means no such curve, though single readings can be large or run the other way;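 further: 0% = wells with enzyme and -100% = buffer wells without enzyme; nearly all actives have a fitted effect of over 50% in size; many of its hits are not listed in these tables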
Target sequence (B2RXH2 1-337 limits assumed): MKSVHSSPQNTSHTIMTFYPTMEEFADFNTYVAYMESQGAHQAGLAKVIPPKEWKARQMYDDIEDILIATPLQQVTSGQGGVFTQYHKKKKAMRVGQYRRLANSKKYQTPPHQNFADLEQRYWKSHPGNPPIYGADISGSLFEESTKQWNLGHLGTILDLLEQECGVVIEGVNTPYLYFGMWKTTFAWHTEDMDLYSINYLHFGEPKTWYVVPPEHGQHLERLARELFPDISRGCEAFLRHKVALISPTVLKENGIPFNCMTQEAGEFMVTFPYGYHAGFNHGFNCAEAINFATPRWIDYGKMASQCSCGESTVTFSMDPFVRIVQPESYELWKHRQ
RGS12 GoLoco inh = RGS12 GoLoco-Gai1 interaction inhibition | P63096 | Gai1:RGS12 GoLoco peptide FP, rhodamine, 10 min | Potency, µM (doses to about 61.6 µM), inactives show at the top dose activity, negative = inhibition, most hits filed as inhibitors | hit rate 0.44% among 230,000 | AID 880; active means well fitted inhibition curve with a large enough effect, not every such curve was filed as active; inactive means no such curve, though single readings can be large or run the other way; further: on the % scale 0 is the no-effect control and ±100 the full control effect; nearly all actives have a fitted effect of over 30% in size; many of its hits are not listed in these tables
SMN2 splice up = SMN2 splice variant enhancement; HEK293 SMN2-luciferase splicing reporter, luminescence, 30-36 h; Potency, µM (doses to about 46.1 µM), inactives show top-dose activity change, positive = activation, actives largely listed as activators; hit rate 2.8% among 210,000; AID 1458; further: % of control where 0% means no effect; nearly all actives have a fitted effect of over 55% in size
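HEK293 cells carry an SMN2 […]–luciferase reporter in which exon 7 inclusion puts luciferase in frame. Cells were plated 10-12 h before compound addition, then incubated 30-36 h at 37C. ONE-Glo luminescence was read; sodium butyrate at 4.5 mM final served as control.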
GAA inhib = inhibitors of human lysosomal alpha-glucosidase | P10253 | purified human GAA, 4-MU-alpha-glucoside fluorescence | Potency, µM (highest dose often 76.9 µM), for inactives: top-dose activity change, negative = inhibition, actives largely listed as inhibitors | hit rate 0.005% among 200,000;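 further: plate controls were uninhibited enzyme wells for no effect and no-enzyme background for full effect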
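Human alpha-glucosidase, 4 nM, pre-mixed with test compounds before 400 uM 4-methylumbelliferyl substrate; 20 min room temperature at pH 5.0. Fluorescence read after pH 10 stop; AC50 values from Hill-equation fits.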
GLA spleen mod = alpha-galactosidase A (human) modulation | human spleen homogenate, 4MU-alpha-Gal fluorescence, 40 min | Potency, µM (top dose mostly 80 µM), inactives show at the top dose activity change, negative = inhibition, most hits filed as inhibitors | hit rate 0.008% among 240,000 | AID 2107;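 further: 0% = enzyme with vehicle and -100% = no enzyme basal signal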
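Fluorogenic readout (Ex 365/Em 440 nm) of 4-methylumbelliferone released from 1 mM 4-MU-alpha-galactoside by spleen homogenate, 40 min at 37C, pH 5.0. Data normalized to no-enzyme and enzyme controls; Hill-equation AC50 from compound titrations.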
GAA glycogen = inhibitors or activators of human alpha-glucosidase glycogen cleavage; AID 2100; Potency, µM (doses to about 76.4 µM), without a hit: top-dose activity change, negative = inhibition, usual class: inhibitors; P10253; recombinant GAA, glycogen substrate, Amplex Red glucose oxidase fluorescence; hit rate 0.38% among 300,000;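 further: 0% = full enzyme reaction and -100% = no-enzyme basal signal; the screen sought inhibitors and activators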
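qHTS, 1536-well; enzyme 4 nM final; cpd up to 77 uM; substrate bovine liver glycogen 30 ug; 50 mM citrate/phosphate pH 5.0, 0.01% Tween-20; 37 C, 40 min; Amplex Red detection 45 min RT; Hill fit → AC50.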
Active calls of the source: *; ? = inconclusive; . = no result given; & = joins results of further samples; [ ] = remark or other dose. Unless noted, the call rests on the fitted dose curve; in most records, active means well fitted curve in the direction sought with a large enough effect; inconclusive means small, poorly fitted or top-dose-only effect, or another doubt; inactive means no such curve, though single readings can be large; an effect the other way counts as inactive or inconclusive. Potency means the concentration at half of the fitted maximal effect. Only part of the results is shown, so the mix of outcomes need not match the whole.

Values run as follows: GAA spleen mod, ALDH1A1 inh, JMJD2E inh, RGS12 GoLoco inh, SMN2 splice up, GAA inhib, GLA spleen mod, GAA glycogen
- OCCOCCN1CCN(C2=Nc3ccccc3Sc3ccccc32)CC1
    -1.9%&-19.7%&6.3%, 11.6%&-7.5%, ?, -1.6%&2.4%&9.5%, -12.9%, -15.1%[15.4 µM], 2.2%&-28.6%&13.5%, 2.1%[76.3 µM]
- O=C(COC(=O)c1cccc2c1C(=O)c1ccccc1C2=O)NC1CCCCC1
    -11.3%, ?, -0.4%, -9.3%, -27.1%, -1.2%, 24.4%, -9.0%
- COc1cc(SC)ccc1C(=O)Nc1ccc2c(c1)OCCO2
    1.6%, ?, -4.8%, -9.6%, 5.62µM*, -0.8%, 6.5%, 2.7%
- Cc1cccc(-n2cc(-c3ccccc3)c3c(=O)[nH]cnc32)c1
    6.4%, -3.9%, -0.6%, 8.2%, 6.7%, 2.6%, 6.8%, 0.5%
- OCCN1CCN(CCOc2cccc(Cl)c2)CC1
    1.7%, -8.5%, -0.8%, 2.7%, -13.5%, 1.7%, -3.4%, 0.3%
- COc1ccc(NC(=O)c2ccc3nc[nH]c3c2)c(OC)c1
    4.6%, 8.1%, -3.5%, 10.2%, 11.7%, 0.7%, 3.2%, -11.5%
- N#C/C(=C/c1ccc(N2CCCCC2)o1)C(=O)NCCc1c[nH]c2ccccc12
    2.3%, ?, -15.8%, -1.1%, 0.4%, -12.2%, 5.2%, -21.1%
- CN1CCN(NC(=O)c2cc(Br)ccc2Cl)CC1
    2.1%, 0.1%, 4.2%, 3.4%, 18.5%, 8.7%, -1.1%, -1.1%
- O=C(CN1C(=O)/C(=C/c2ccccc2)SC1=S)Nc1cccnc1
    -5.1%, ?, -14.0%, 27.5%, 5.7%, 1.5%, 0.1%, -15.0%
- COc1ccc2c(c1)SC(C)CC2=O (configuration not stated)
    4.1%, ?, ?, 4.4%, 6.5%, -3.6%, 2.3%, 13.6%
- Cc1cc(C)nc(SCC(=O)Nn2cnnc2)n1
    4.0%, 4.2%, 1.0%, 0.2%, -8.1%, -8.6%, 6.4%, -5.3%
- Cc1cc2cc(CNC(=S)NC3CCCCC3)ccc2n1C
    0.4%, 5.0%, -8.5%, 1.1%, 19.4%, 2.7%, -1.8%, 4.1%
- O=[N+]([O-])c1ccccc1/C=C/C=N/n1c(-c2cc(-c3ccccc3)n[nH]2)n[nH]c1=S
    8.6%, 11.6%, -9.7%, 8.0%, ., 2.8%[15.4 µM], -7.3%, 2.4%
- O=C(OC1CCOC1=O)c1cc(-c2ccc(Br)cc2)nc2ccccc12 (configuration not stated)
    -4.4%, ?, ?, -8.6%, 7.5%, ?, -4.7%, -14.0%
- NS(=O)(=O)c1ccc(NC(=O)/C=C/c2ccc3c(c2)OCO3)cc1
    -1.4%, -10.8%, ?, 5.6%, -10.6%, -3.2%, 1.6%, 4.3%
- CCCc1cc(=O)[nH]c(SCc2cc(Cl)ccc2OC(F)F)n1
    -2.3%, -0.6%, 8.2%, 0.8%, -1.2%, 4.3%, -3.6%, -6.1%
- CC(CN1CCOCC1)OC(=O)C(c1ccccc1)c1ccccc1 (configuration not stated)
    1.7%, -4.5%, -2.0%, 0.9%, 0.2%, 1.4%, 12.4%, -7.2%
- COc1ccccc1CCNC(=O)C(=O)NCC1OCCN1S(=O)(=O)c1ccc(Br)cc1 (configuration not stated)
    2.1%, -16.6%, -5.1%, 2.9%, -72.4%[inhibitor], -22.8%, 6.0%, -1.9%
- CC(C)Oc1cc(NC(=O)CS(=O)CC(=O)Nc2cccc(C(F)(F)F)c2)c(Cl)cc1Cl (configuration not stated)
    -0.7%, 3.1%, 1.9%, 10.3%, -7.2%, ?, 4.5%, -16.0%
- COc1cc2cc(C)c(SCC(=O)N3CCOCC3)nc2cc1OC
    -0.8%, -7.1%, -4.0%, ., ., -4.1%, 3.8%, 7.6%
- Nc1nc(SCc2ccc3c(c2)OCCO3)n[nH]1
    -2.3%, 5.9%, 7.9%, 9.5%, 18.0%, -2.6%, -7.3%, 1.0%
- CCOC(=O)c1sc2ccc(S(=O)(=O)N3CCOCC3)cc2c1N
    -2.2%, 14.0%, -0.6%, ., ., 6.2%, 9.8%, -6.7%
- c1ccc(Nc2nc(-c3ccoc3)nc3ccccc23)cc1
    5.4%, ?, ., 66.9%[activator], ., ., 12.6%, .
- CC(C)N1CCC(N2CCN(CC#Cc3ccccc3)CC2CCO)CC1 (configuration not stated)
    -0.2%, 3.3%, 10.5%, -3.7%, ., ., 7.0%, -1.5%
- O=C(Cc1cccs1)Nc1cccc(-c2nc3ccccc3[nH]2)c1
    0.5%, -3.3%, ?, 5.6%, ?, 1.5%, -14.9%, 9.8%
- CC(C)c1ccc2[nH]c(O)c(N=NC(=O)c3ccc(CSc4nncn4C)cc3)c2c1
    -3.2%, ?, -7.5%, 5.6%, 25.5%, 6.7%, -15.5%, 16.0%
- Cc1cccc(N2CC(C(=O)O)CC2=O)c1C (configuration not stated)
    0.7%, ., -3.8%, 3.0%, ., ., 10.5%, 1.2%
- CCCN1C(=O)C2(/C(=C(\O)c3ccc4c(c3)OCCO4)C(=O)C(=O)N2CCCOC)c2ccccc21 (configuration not stated)
    -8.7%, ?, -2.5%, -2.0%, -0.2%, 0.0%, -4.3%, 7.5%
- O=C(NCc1ccccc1)c1cccc(NS(=O)(=O)c2cccc3cccnc23)c1
    -3.7%, 0.501µM*, 2.9%, -4.7%, 3.5%, 3.2%, 1.0%, 6.7%
- O=C(CSc1ncnc2ccccc12)NCCc1ccccc1
    -3.8%, -0.1%, 2.1%, 3.0%, 20.0%, -4.4%, 4.0%, -1.2%

Limited to ALDH1A1 inh and SMN2 splice up, for some of the entries so far:
| mol | ALDH1A1 inh | SMN2 splice up |
| --- | --- | --- |
| CCCc1cc(=O)[nH]c(SCc2cc(Cl)ccc2OC(F)F)n1 | -0.6% | -1.2% |
| CC(C)c1ccc2[nH]c(O)c(N=NC(=O)c3ccc(CSc4nncn4C)cc3)c2c1 | ? | 25.5% |
| CCCN1C(=O)C2(/C(=C(\O)c3ccc4c(c3)OCCO4)C(=O)C(=O)N2CCCOC)c2ccccc21 (configuration not stated) | ? | -0.2% |

Following part.
Values run as follows: GAA spleen mod, ALDH1A1 inh, JMJD2E inh, RGS12 GoLoco inh, SMN2 splice up, GAA inhib, GLA spleen mod, GAA glycogen
- O=C(CCl)N(Cc1ccccc1)c1ccccc1
    -26.0%, 0.0794µM*, -8.5%, 3.9%, -102.7%[inhibitor], 1.3%, ?, 3.1%
- CCn1c(C(C)NC(=O)c2cccc(C)c2)n[nH]c1=S (configuration not stated)
    -7.9%, 3.4%, ?, 14.1%, 5.8%, 13.1%, 0.5%, -10.6%
- O=C(c1ccco1)N1CCN(C(c2ccccc2)c2nnnn2Cc2cccs2)CC1 (configuration not stated)
    -3.8%, 2.24µM*, 1.3%, -13.8%, -13.6%, -0.4%, -3.9%, -9.2%
- CCCCNC(=O)c1cc(-c2ccc(OC)cc2)on1
    1.1%, -19.6%, 0.6%, -18.3%, 14.1µM*, -5.1%, -0.1%, -6.3%
- CC(=O)c1c(C)[nH]c(C(=O)Nc2nc(-c3ccc(-c4ccccc4)cc3)cs2)c1C
    -6.9%, ?, ?, 6.6%, -98.1%[inhibitor], -1.0%, -0.2%, -12.0%
- COC(=O)C1=C2SCC(=O)N2C(N)=C(C#N)C1
    6.8%, ?, ?, 16.8%, ., 1.0%[15.4 µM], 5.2%, -17.1%
- O=C(CCCCn1c(=O)[nH]c2ccccc2c1=O)N1CCN(c2ncccn2)CC1
    1.2%, 1.6%, -3.5%, -15.4%, -5.6%, 4.4%, -3.0%, 4.9%
- COc1ccc(CSc2nc3ccccc3c(=O)n2CCCN2CCOCC2)cc1F
    -14.5%, ?, 2.5%, -3.1%, -21.1%, 1.2%, -28.8%, 1.1%
- CCOP(=O)(OCC)/C(C#N)=C/c1ccc([N+](=O)[O-])cc1
    -1.8%, -8.2%, 8.91µM*, -0.9%, ., -2.4%, 4.1%, 0.6%
- CCc1nnc(NC(=O)CCC(=O)N2CCN(CCOc3ccc(C)cc3)CC2)s1
    5.6%, 1.9%, 6.8%, -0.6%, -43.6%[inhibitor], 1.5%, 6.3%, -2.5%
- CC(=O)c1ccc(N2CCC(c3cc(-c4ccc(Cl)cc4Cl)n[nH]3)CC2)c([N+](=O)[O-])c1
    -2.9%, -6.8%, -11.8%, 4.9%, -22.5%, -6.5%, 0.0%, -8.4%
- CC1=C(C(=O)OCc2ccccc2)C(c2ccccn2)c2c(n(C)c(=O)n(C)c2=O)N1 (configuration not stated)
    2.6%, ?, -2.0%, -4.8%, 7.1%, -11.7%, 6.8%, -29.2%
- CCOC(=O)/C(C#N)=C/Nc1ccccc1OC(F)(F)F
    -2.7%, ., -2.9%, -4.7%, ., ., 1.4%, -7.0%
- COc1cc2c(cc1OC)CN(C1CC(=O)N(c3c(C)cccc3C)C1=O)CC2 (configuration not stated)
    -3.3%, -7.1%, -19.4%, 70.4%[activator], -6.1%, -5.3%, 6.9%, -1.4%
- Cc1c(NC(=O)COc2ncnc3c(Cl)cc(Cl)cc23)c(=O)n(-c2ccccc2)n1C
    -0.5%, 1.8%, -5.0%, -4.8%, 5.8%, -14.0%, 4.3%, 6.3%
- CC(=O)OC1CC2C(C)(C)C(O)CCC2(C)C2CC[C@]3(C)C(=CC(=O)OC3c3ccoc3)C12C (some centres not stated)
    -2.1%, -6.3%, 1.6%, 2.3%, -8.6%, ., 12.3%, .
- CC(C)(C)c1ccc(NC(=O)CC2(C(F)(F)F)OCCO2)cc1
    -6.9%, 1.3%, 2.9%, 1.6%, ?, -2.7%, 1.3%, 5.3%
- CCc1ccc(S(=O)(=O)NCCc2cn3ccc(C)cc3n2)s1
    5.8%, 0.5%, -7.3%, 8.2%, 3.7%, 2.3%, 2.5%, -27.3%
